# BH1578 lux ind: inducers of Vibrio cholerae quorum light production without autoinducers; V. cholerae BH1578 lux reporter, luminescence, 6 h; activation, % at 18.7 µM; 350,000 compounds, 0.16% hits; AID 588436; in the data active means activation mostly above about 9.7%, no sharp cut-off; inconclusive means no clear call, values can overlap the other calls; inactive means mostly below about 3.7%; further: not every result past the cut was called active; inactives centre near 0; reference of the scale not given here
# Anthrax LF inh2: anthrax lethal factor protease inhibition. P15917. multiplex microsphere protease cleavage assay, LF. inhibition, % at 10 µM. 360,000 compounds, 0.12% hits. AID 588501; further: plate controls were buffer without enzyme for full effect and enzyme alone for no effect
# Target sequence (P15917 whole entry, looked up): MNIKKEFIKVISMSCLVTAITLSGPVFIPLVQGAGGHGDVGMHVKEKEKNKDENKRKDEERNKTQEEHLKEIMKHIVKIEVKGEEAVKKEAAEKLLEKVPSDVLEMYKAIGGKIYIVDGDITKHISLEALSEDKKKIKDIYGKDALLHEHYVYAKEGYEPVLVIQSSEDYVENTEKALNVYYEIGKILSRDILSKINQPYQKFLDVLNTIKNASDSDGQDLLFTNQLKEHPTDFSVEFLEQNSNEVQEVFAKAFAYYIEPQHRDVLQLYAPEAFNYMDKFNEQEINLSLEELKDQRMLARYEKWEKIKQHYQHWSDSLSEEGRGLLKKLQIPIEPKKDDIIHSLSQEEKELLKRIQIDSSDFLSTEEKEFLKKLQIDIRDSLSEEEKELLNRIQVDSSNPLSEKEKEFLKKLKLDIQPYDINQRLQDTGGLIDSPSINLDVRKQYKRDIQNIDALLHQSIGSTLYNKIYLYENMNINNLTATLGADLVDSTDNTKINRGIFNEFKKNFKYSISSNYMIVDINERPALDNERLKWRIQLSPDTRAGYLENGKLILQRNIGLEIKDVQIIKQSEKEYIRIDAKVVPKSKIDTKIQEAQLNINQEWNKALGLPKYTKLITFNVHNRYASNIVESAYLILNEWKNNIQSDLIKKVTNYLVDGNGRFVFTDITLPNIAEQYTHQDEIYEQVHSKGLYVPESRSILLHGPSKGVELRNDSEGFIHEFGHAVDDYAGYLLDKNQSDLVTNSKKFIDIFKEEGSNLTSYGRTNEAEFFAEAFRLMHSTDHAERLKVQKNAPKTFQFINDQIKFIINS
# PrPC TRFRET: cell surface PrPC inhibition, primary TR-FRET screen. 370,000 compounds, 0.43% hits. P04156. TR-FRET read-out. inhibition, % at 13.8 µM; in the data active means inhibition above about 24%; further: 0% = median of the test wells and 100% = reference compound wells
# Y pestis TopoI: blocks Yersinia pestis topoisomerase I activity; Y. pestis Topo-I cleavage product accumulation, plate reader; activity, % at 10 µM; 360,000 compounds, 0.064% hits; AID 504884; in the data active means activity above about 50%, passing the limit was not always enough; inconclusive means no clear call, values can overlap the other calls; further: inactives centre near 2
# TcdB GH inh: TcdB glycohydrolase inhibition; P18177; TcdB glycohydrolase enzymatic assay, plate reader; inhibition, % at 9.99 µM; 350,000 compounds, 0.24% hits; AID 652162; in the data active means inhibition above about 10%
# BoNT A protease: BoNT A light chain protease inhibition; multiplex microsphere protease substrate cleavage, flow cytometry; inhibition, % at 10 µM; 360,000 compounds, 0.17% hits; AID 588499; further: plate controls were buffer without enzyme for full effect and enzyme alone for no effect
# PriA SSB inh: K. pneumoniae PriA-SSBct interaction inhibition | AlphaScreen SSBct-PriA binding, biotinylated peptide | inhibition, % at 33 µM | 430,000 compounds, 0.6% hits; in the data active means inhibition mostly above about 37%, no sharp cut-off; inactive means mostly below about 20%;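 further: plate controls were negative control peptide for no effect and reference peptide for full effect; strong numbers were not always called active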
# PfHsp40 yeast: rescue of PfHsp40-mediated yeast toxicity; S. cerevisiae expressing PfHsp40, growth rescue, ATP luminescence; growth rescue, % at 12.5 µM; 340,000 compounds, 0.68% hits; in the data active means growth rescue above about 28%, passing the limit was not always enough; inconclusive means no clear call, values can overlap the other calls;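 further: yeast W303a lacking pdr1 and pdr3 grown in galactose medium; growth measured after three days at 30 °C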
# 3CLpro inhibitor: SARS-CoV 3CLpro protease inhibition; 290,000 compounds, 0.14% hits; P0C6X7; inhibition, % at 6 µM; AID 1706; recombinant SARS-CoV 3CLpro, quenched FRET peptide cleavage; in the data active means inhibition above about 12%
# The depositor's hits bear a star; i = inactive; ? = inconclusive; · = not tested or not shown; & = joins results of further samples. Unless noted, no stated cut-off is given here; in the data, active means inhibition above about 30%; inconclusive means no clear call, values can overlap the other calls; inactive means below that. Some of the compounds tested, so the mix of outcomes need not match the whole.
smiles	BH1578 lux ind	Anthrax LF inh2	PrPC TRFRET	Y pestis TopoI	TcdB GH inh	BoNT A protease	PriA SSB inh	PfHsp40 yeast	3CLpro inhibitor
CCOC(=O)c1cccc(NC(=O)CSc2nc3ccccc3c(=O)n2CC)c1	-0.2	-2	3	4	·	-0.7	-11	1.0	-10
COc1ccccc1N1N=C(c2ccc([N+](=O)[O-])cc2)CC1c1ccccc1 (stereo not drawn)	1.9	-5	1	-2	-0.9	38*	2	-1.6	1
Cc1cc(/C=N/Nc2nc(N3CCOCC3)nc(N3CCOCC3)n2)c(C)n1-c1ccccc1	0.9	-7	-8	11	0.3	0.1	·	0.4	-1
CCC(=O)Nc1ccc2oc(-c3ccccc3Br)nc2c1	0.6	-4	-2	-8	·	0.7	-17	-0.9	-1
COc1cc(/C=C/C(=O)OCC(=O)N2CCN(C(=O)c3ccco3)CC2)ccc1O	-0.4	0	0	-1	·	0.1	5	0.1	-2
COc1ccc(/C=C/C(=O)Nc2cccc(S(=O)(=O)NC3=NCCCCC3)c2)cc1	i	1	10	3	-1.3	-0.4	-2	0.5	0
CC(C)(C)c1ccc(-c2nnc(N)s2)cc1	-0.6	-2	3	-4	0.2	-1.3	-13	-0.2	-4
COC(=O)CSC1=C(C#N)C(c2ccccc2F)CC(=O)N1 (stereo not drawn)	-0.3	-5	-1	2	0.2	-0.2	0&-10	0.2	·
COc1ccc(O)c(C2NC(CC(C)C)(C(=O)O)C3C(=O)N(Cc4ccccc4)C(=O)C23)c1 (stereo not drawn)	i	-2	-5	-1	·	-0.6	3	0.5	-1
C=CCN1C(=O)C(CC(=O)NCC)SC1=Nc1ccc(S(N)(=O)=O)cc1 (stereo not drawn)	-0.1	2	-2	1	·	?	-4	-1.7	3
O=S(=O)(c1cccc(-c2nnc3n2CCCCC3)c1)N1CCCC1	-0.2	1	-5	-1	-0.2	0.3	0	-0.4	9
COc1cc2c(cc1OC)C(C)N(CC(=O)Nc1ccc(C)c(S(=O)(=O)N3CCOCC3)c1)CC2 (stereo not drawn)	0.9	?	8	22	0.9	?	7	0.2	3
O=C(NCc1ccc(Cl)cc1)C1CCCO1 (stereo not drawn)	-4.5	2	-6	8	0.9	-0.7	-11	-1.0	-3
COc1ccc(-c2nc(-c3cccs3)no2)cc1	i	7	6	-6	0.0	0.0	-14	-1.8	5
CCN(CC)C(=O)CSc1nc2ccccc2c(=O)n1-c1cccc(OC)c1	-0.3	0	-1	10	·	1.6	-4	0.2	0
Cc1ccc(Cl)cc1NC(=O)CN1C(=O)NC2(CCCCCC2)C1=O	i	·	3	-1	-0.7	·	-7	1.4	·
CC(Sc1nc2ccccc2c(=O)n1C)C(=O)N(C)C1CCCCC1 (stereo not drawn)	-1.4	2	19	26	0.7	3.7	-12	-0.1	·
Cc1ccc(S(=O)(=O)N2CCC(C(=O)OCCOc3cccc(C)c3)CC2)cc1	i	-2	-2	25	0.4	1.1	-16	1.7	·
CC(NC(=O)[C@@H](NC(=O)[C@@H]1Cc2ccccc2CN1)C(C)C)c1ccccc1 (stereo partly drawn)	0.4	-2	0	-8	0.5	-0.1	-18	-1.1	1
Brc1cccc(CN2CCCCCC2)c1	2.7	9	10	-9	0.8	0.4	-8	0.3	5
Cc1ccnc(NC(=O)COC(=O)C23CC4CC(CC(C4)C2)C3)n1	-0.3	-4	-1	5	1.4	-0.4	-9	-0.4	5
N#CCOC(=O)c1cc(S(=O)(=O)N2CCCCC2)ccc1N1CCOCC1	0.3	·	-1	-4	0.5	·	-11	-1.0	·
CC(C)C(=O)N1CCN(c2c(Cl)cccc2[N+](=O)[O-])CC1	-0.3	-10	-10	4	·	-0.6	-3	-0.9	3
Cc1ccc(SCC(=O)NC(=O)NCCC(C)C)c(C)c1	i	-2	2	6	0.1	-0.5	-8	1.7	3
CCCCc1ccc(C(=O)O)nc1	-0.4	-5	7	-5	1.3	-2.6	87*	-0.6	·
Cc1cc2nc(C)c(Cc3ccccc3)c(=O)n2[nH]1	i	4	2	-7	·	0.3	-4	-1.8	2
Cc1nc(SCC(=O)c2ccc(F)cc2)c([N+](=O)[O-])[nH]1	-0.2	-3	-4	4	·	0.7	0	1.4	1
Cc1cccc(NC(=O)CCNS(=O)(=O)c2cccc3nsnc23)c1	-1.5	-3	-25	-3	·	0.8	-6	1.2	2
N#Cc1nc(-c2ccc(Cl)cc2)oc1NCCc1ccccn1	i	·	5	0	·	·	-6	67*	2
CSc1nsc(NC(=O)Cc2ccccc2)n1	-1.7	-1	9	1	1.5	0.5	-6	0.2	-4

# Compound profiles, as listed above:
# C=CCN1C(=O)C(CC(=O)NCC)SC1=Nc1ccc(S(N)(=O)=O)cc1 (stereo not drawn) as listed: BH1578 lux ind: -0.1; Anthrax LF inh2: 2; PrPC TRFRET: -2; Y pestis TopoI: 1; TcdB GH inh: ·; BoNT A protease: ?; PriA SSB inh: -4; PfHsp40 yeast: -1.7; 3CLpro inhibitor: 3
# O=S(=O)(c1cccc(-c2nnc3n2CCCCC3)c1)N1CCCC1 as listed: BH1578 lux ind: -0.2; Anthrax LF inh2: 1; PrPC TRFRET: -5; Y pestis TopoI: -1; TcdB GH inh: -0.2; BoNT A protease: 0.3; PriA SSB inh: 0; PfHsp40 yeast: -0.4; 3CLpro inhibitor: 9

# (listing goes on)
smiles	BH1578 lux ind	Anthrax LF inh2	PrPC TRFRET	Y pestis TopoI	TcdB GH inh	BoNT A protease	PriA SSB inh	PfHsp40 yeast	3CLpro inhibitor
CCOc1ccccc1NC(=O)CCNC(=O)Cn1ccc2ccccc2c1=O	i	5	-5	1	0.8	-3.2	-3	0.6	1
NC(c1ccc(F)c(F)c1)c1nc(-c2cncnc2)cs1 (stereo not drawn)	-0.4	-5	-5	0	0.3	-0.3	·	·	·
CC1(c2nnc(Cc3ccccc3)o2)CC(c2c(Cl)cccc2Cl)=NO1 (stereo not drawn)	-0.4	-12	6	13	-1.3	-1.6	-22	0.0	·
Cc1[nH]c2ccccc2c1C(=O)C(C)Sc1nnc(C2CC2)o1 (stereo not drawn)	i	-6	4	-1	-0.2	0.4	19	1.6	·
c1ccc(N2CCN(c3cnc4ccccc4n3)CC2)cc1	·	-4	0	19	·	1.1	-25	0.8	9
C=CCNC(=O)c1onc(CSc2cc(C)ccc2C)c1C(=O)O	1.2	-2	0	-3	5.7	-0.6	5	0.6	3
Cc1ccccc1OCCn1c(CCNC(=O)C(C)C)nc2ccccc21	-0.2	-2	1	26	·	-0.2	-7	-1.1	0
O=[N+]([O-])c1ccc(Sc2cccc3cccnc23)c([N+](=O)[O-])c1	-1.4	-2	17	9	0.6	?	87*	0.7	5
COc1ccc(Br)cc1CN(C)C(=O)C1CC(=O)N(C2CCCC2)C1 (stereo not drawn)	-5.0	3	-11	9	1.2	-0.5	-1	-1.7	·
COc1cc(-c2nc(-c3ccccc3)c(-c3cc([N+](=O)[O-])ccc3C)[nH]2)cc(OC)c1OC	0.6	0	-5	1	·	0.5	38	-1.4	4
CC(C)CCN1CCNC(=O)C1CC(=O)N(C)CCCN1CCOCC1 (stereo not drawn)	-0.6	-3	2	6	1.2	4.4	-9	4.0	-3
O=C(COc1nncc2ccccc12)Nc1ccc(Br)cc1F	-0.4	-5	0	4	0.9	-0.6	-3	-0.9	0
Cc1ccc(C(=O)OCC(=O)Nc2nc(-c3ccccc3)cs2)cc1NC(=O)c1ccco1	-2.8	-3	0	7	0.4	0.1	6	0.5	3
CCn1cnc2cc(NC(=O)c3ccc(C)cc3)ccc21	-0.2	0	10	0	0.1	-0.9	-4	2.0	-7
COc1ccc(C2CC(=O)c3cnc(Nc4cc(C)cc(C)c4)nc3C2)cc1 (stereo not drawn)	-0.7	-3	-3	8	·	-0.7	-7	10	2
CC1CC(C)CN(S(=O)(=O)c2ccc(NC(=O)CCNC(=O)c3ccc([N+](=O)[O-])cc3)cc2)C1 (stereo not drawn)	i	-6	-5	-5	0.9	-27	-5	-0.9	·
O=[N+]([O-])c1ccc(Sc2nnnn2-c2ccccc2)nc1	·	·	-5	·	2.0	·	2	·	4
CC12CN3CC(C)(CN(C1)C3c1ccc(Cl)cc1)C2 (stereo not drawn)	-0.7	-17	2	4	-0.2	?	-1	-2.2	6
Cc1scc(C(=O)NNC(=S)NCC(C)C)c1C	-0.2	1	2	-6	-0.1	-0.1	-1	0.3	4
CCn1c(SCc2ccccc2)nc2ccccc2c1=O	-0.5	-6	3	34	-0.7	-0.5	-11	1.0	·
O=C(NCc1ccccn1)C1CCN(S(=O)(=O)N2CCCC2)CC1	-1.8	2	-6	4	0.5	1.0	6	-0.4	-6
COc1ccc(NC2=NCC(C)S2)cc1 (stereo not drawn)	0.8	-1	-1	-2	0.4	-0.8	-11	0.9	1
CNc1nc(Oc2ccc3sc(C)nc3c2)c2sccc2n1	1.4	-8	8	26	4.7	-0.6	·	·	·
CN(c1cccc(NC(=O)c2ccccc2N(Cc2ccccc2)S(C)(=O)=O)c1)S(C)(=O)=O	-0.4	-10	-5	17	0.5	-4.1	-7	0.2	1
Cc1ccc(S(=O)(=O)N2CCCCC2)cc1NS(=O)(=O)c1cccc(C(=O)O)c1	-0.1	-1	-1	2	2.8	-0.4	-9	-0.8	4
Cc1ccnc(N2CCC(C(=O)Nc3nnc(C)s3)CC2)n1	-0.3	-6	4	-4	·	-1.7	-7	-1.1	1
O=C(COC(=O)c1cc(-c2ccccc2Cl)nc2ccccc12)Nc1ncc(C(F)(F)F)cc1Cl	i	-1	-6	13	·	0.1	9	0.4	3
COc1cc(OC)c2c(c1)OCC1CON(C)C21 (stereo not drawn)	i	-2	8	2	1.3	0.0	1	0.0	-4
CCC(NC(=O)c1ccccc1NC(=O)c1ccco1)C(=O)NNC(=O)c1ccc(OC)cc1 (stereo not drawn)	-1.4	-3	4	3	0.4	0.2	-12	-0.8	5
COc1ccc(-n2nc(C(=O)NCC(=O)Nc3cccc(Cl)c3)c3ccccc3c2=O)cc1	-0.4	1	-7	-4	-0.2	2.3	-3	-0.6	5

# Other compounds follow:
smiles	BH1578 lux ind	Anthrax LF inh2	PrPC TRFRET	Y pestis TopoI	TcdB GH inh	BoNT A protease	PriA SSB inh	PfHsp40 yeast	3CLpro inhibitor
N#Cc1ccccc1CSc1nc(O)cc(=O)[nH]1	i	-4	4	2	·	-0.4	-3	1.5	-5
CCSc1ccccc1C(=O)Nc1cccnc1	i	-1	-4	12	·	?	-16	-0.7	1
Cn1c(SCc2cccc(F)c2)nnc1-c1cnccn1	-0.3	9	4	-5	0.3	-3.0	-2	0.0	2
CCCNS(=O)(=O)c1ccc(CCC(=O)N2CCC(C)CC2)cc1	-2.9	0	4	0	·	-0.4	-9	-1.6	-1
Cc1csc(NC(=O)CCCc2cccs2)n1	-0.1	-2	3	4	0.7	-0.7	-9	0.0	3
CCCn1nnc(NC(=S)NC(=O)/C=C/c2ccc(Cl)cc2)n1	-0.6	-1	1	2	-1.1	-2.4	-1	0.6	4

# Pulled one by one from above (6):
smiles	BH1578 lux ind	Anthrax LF inh2	PrPC TRFRET	Y pestis TopoI	TcdB GH inh	BoNT A protease	PriA SSB inh	PfHsp40 yeast	3CLpro inhibitor
COc1cc(OC)c2c(c1)OCC1CON(C)C21 (stereo not drawn)	i	-2	8	2	1.3	0.0	1	0.0	-4
O=S(=O)(c1cccc(-c2nnc3n2CCCCC3)c1)N1CCCC1	-0.2	1	-5	-1	-0.2	0.3	0	-0.4	9
Cc1cc2nc(C)c(Cc3ccccc3)c(=O)n2[nH]1	i	4	2	-7	·	0.3	-4	-1.8	2
Cc1ccccc1OCCn1c(CCNC(=O)C(C)C)nc2ccccc21	-0.2	-2	1	26	·	-0.2	-7	-1.1	0
CC1CC(C)CN(S(=O)(=O)c2ccc(NC(=O)CCNC(=O)c3ccc([N+](=O)[O-])cc3)cc2)C1 (stereo not drawn)	i	-6	-5	-5	0.9	-27	-5	-0.9	·
COc1ccc(/C=C/C(=O)Nc2cccc(S(=O)(=O)NC3=NCCCCC3)c2)cc1	i	1	10	3	-1.3	-0.4	-2	0.5	0

# Bioassay records as filed in PubChem BioAssay.
